Source: PubChem
Tcruzi prolif – inhibitors of T. cruzi proliferation; T. cruzi beta-gal in NIH3T3, GalScreen luminescence, 90 h; inhibition, % at 8.34 µM; 77,000 compounds, 5.9% hits; AID 624255;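 active = mean inhibition above about 93%, with at least 55% of replicates each passing it, limit read from the data, passing the limit was not always enough; inconclusive = only one of those two conditions holds; inactive = neither condition holds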
GASC1 inh – inhibitors of human demethylase GASC-1 KDM4C | inhibition, % at 12.5 µM | 96,000 compounds, 0.15% hits | Q9H3R0 | GST-KDM4C 2-372, H3K9me3 peptide, LANCE TR-FRET | AID 720574;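 active = mean replicate inhibition above about 25%, with at least 55% of replicates also reaching it, limit read from the data, passing the limit was not always enough; inconclusive = only one of those two conditions met; inactive = neither condition met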
Target sequence (Q9H3R0 2-372 limits assumed): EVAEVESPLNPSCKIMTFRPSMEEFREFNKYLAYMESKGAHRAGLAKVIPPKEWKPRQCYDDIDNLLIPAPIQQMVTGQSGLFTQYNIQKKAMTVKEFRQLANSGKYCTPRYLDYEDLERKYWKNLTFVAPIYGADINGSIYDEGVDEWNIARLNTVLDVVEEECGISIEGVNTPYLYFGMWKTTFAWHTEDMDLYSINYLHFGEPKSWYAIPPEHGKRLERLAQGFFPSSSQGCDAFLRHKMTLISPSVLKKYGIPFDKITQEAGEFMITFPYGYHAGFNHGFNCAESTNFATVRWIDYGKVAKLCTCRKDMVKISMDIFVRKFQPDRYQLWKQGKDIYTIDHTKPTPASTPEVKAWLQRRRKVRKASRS
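reagent = H3K9me3 peptide substrate, Fe(II), 2-oxoglutarate | system = GST-tagged GASC-1 (JMJD2C) catalytic fragment, aa 2-372 | amount = enzyme final amount 10 nM | read-out = Fall in 671/618 emission ratio as inhibition | medium = HEPES buffer, pH 7.5, plus ascorbate | schedule = 30 min reaction, 60 min detection, RT | measured by = LANCE TR-FRET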
C diff growth – inhibitors of Clostridium difficile growth; Clostridium difficile clinical isolate growth, OD600, 24 h; hits give low values; growth activity, negative = inhibition, % at 16 µg/mL (by protocol); 86,000 compounds, 0.25% hits; AID 1259249;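 active = mean growth activity at or below -80% and every replicate also at or below -80%; inconclusive = mean at or below -80% but some replicate above -80%; inactive = mean growth activity above -80%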;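 note: 0% = DMSO wells and -100% = levofloxacin 16 µg/mL wells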
Pf Dd2 inh – blocks growth of Plasmodium falciparum Dd2 parasites; P. falciparum Dd2 growth, SYBR Green, 72 h; hits give low values; activity change, % at 10 µM; 94,000 compounds, 2.3% hits; in the data active = activity change below about -80%; inconclusive = no clear call, values can overlap the other calls
* = called active by the depositor; ? = inconclusive; . = not tested or not shown; & = joins results of further samples.

SMILES	Tcruzi prolif	GASC1 inh	C diff growth	Pf Dd2 inh
COc1ccc(S(=O)(=O)Nc2ccc3c(c2)CC(=O)N([C@@H](C)CO)C[C@H](C)[C@@H](CN(C)S(=O)(=O)c2ccc(C)cc2)O3)cc1	-9	2.6	7	-39
Cc1noc(C)c1S(=O)(=O)Nc1ccc2c(c1)CC(=O)N([C@@H](C)CO)C[C@@H](C)[C@@H](CN(C)Cc1ccccc1)O2	72	-0.3	-1	17
CN1C(=O)c2cc(NC(=O)c3cscn3)ccc2OC[C@H]2O[C@@H](CC(=O)N3CCCCC3)CC[C@@H]21	16	1.4	7	-5
CNC[C@@H]1OCCCC[C@@H](C)Oc2ccc(N(C)C)cc2C(=O)N([C@H](C)CO)C[C@@H]1C	-6	3.3	1	26
Cc1cccc(S(=O)(=O)N2C[C@H]3[C@@H](c4ccccc42)[C@@H](CO)N3C(=O)CC2CC2)c1	-8	-0.5	14	-8
CCCNC(=O)[C@@H]1[C@@H](CO)[C@@H]2Cn3c(ccc(/C=C/c4ccccc4)c3=O)[C@@H]2N1CC1CC1	9	3.9	21	-18
O=C(C[C@@H]1CC[C@@H]2[C@H](COC[C@@H](O)CN2CC2CCOCC2)O1)NCC1CCCCC1	24	-2.4	-1	5
COc1ccc(C#Cc2ccc3c(c2)O[C@H](CN(C)C(=O)Nc2cccc(OC)c2)[C@H](C)CN([C@H](C)CO)S3(=O)=O)cc1	98*	-1.7	.	-78
C[C@@H]1CCCCO[C@@H](CN(C)C(=O)Nc2cccc3ccccc23)[C@@H](C)CN([C@@H](C)CO)C(=O)c2cc(NC(=O)c3ccccc3)ccc2O1	93	-1.3	7	-77
CC=Cc1ccc2n(c1=O)C[C@@H]1[C@@H](CO)[C@H](C(=O)Nc3ccccc3)N(CC)[C@H]21 (mixture of isomers)	.	3.1	4	22
C[C@H]1CN([C@@H](C)CO)C(=O)c2cc(NC(=O)Cn3cnnn3)ccc2O[C@@H]1CN(C)Cc1ccccc1	9	2.3	-2	20
CN(C)C(=O)[C@@H]1[C@@H](CO)[C@@H]2Cn3c(ccc(C4=CCCCC4)c3=O)[C@H]1N2CC1CC1	16	-0.8	1	5
CCCC#Cc1ccc2c(c1)O[C@@H](CN(C)C(=O)CC1CC1)[C@H](C)CN([C@@H](C)CO)S2(=O)=O	?	-1.5	-7	-53
CCNC(=O)C[C@@H]1CC[C@H]2[C@@H](COC[C@@H](O)CN2C(=O)C2CCOCC2)O1	-30	0.6	-5&-8	.
O=C(C[C@H]1CC[C@H]2[C@@H](COC[C@H](O)CN2Cc2cc(F)ccc2F)O1)N1CCc2ccccc2C1	98*	1.5	-4&-4	-37
CCCNC(=O)Nc1ccc2c(c1)OC[C@@H](C)N(CC1CCCC1)C[C@@H](C)[C@@H](OC)CN(C)C2=O	-4	-0.6	0	-11
CN1c2ccc(-c3ccccc3F)cc2[C@H]2[C@H](CCN2C(=O)Nc2ccc(F)cc2)[C@H]1CO	?	-0.6	75	5
O=C(C[C@H]1C=C[C@@H](NC(=O)Nc2ccc(F)cc2)[C@H](CO)O1)NCc1ccccn1	13	0.4	1	-3
CCCNC(=O)C[C@H]1CC[C@H]2[C@@H](COC[C@H](O)CN2C(=O)C2CCOCC2)O1	6	0.4	.	2
C[C@@H]1CN([C@H](C)CO)S(=O)(=O)c2ccc(-c3ccc(C#N)cc3)cc2O[C@@H]1CN(C)Cc1ccccn1	.	2.4	2	-3
COCC#Cc1ccc(CC[C@H]2O[C@H]3CC[C@@H](CO)O[C@H]3C[C@@H]2n2cc(C3(O)CCCC3)nn2)cc1	.	.	0	-47
CO[C@@H]1CN(C)C(=O)c2ccc(NS(=O)(=O)c3c(C)noc3C)cc2OC[C@H](C)NC[C@H]1C	28	1.8	.	22
C[C@@H]1CN([C@H](C)CO)C(=O)c2cc(NS(=O)(=O)c3ccc(Cl)cc3)ccc2O[C@@H](C)CCCCO[C@@H]1CN(C)S(=O)(=O)c1ccccc1	118*	-3.2	-3	-64
CO[C@H]1CN(C)C(=O)c2ccc(NC(=O)c3ccccc3F)cc2OC[C@@H](C)N(CC2CC2)C[C@@H]1C	38	0.3	-1	-25
Cc1cccc(-c2ccc([C@@H]3[C@H]4CN(S(=O)(=O)c5cccs5)CCCCN4[C@H]3CO)cc2)c1	98*	-0.3	1	10

Next structures follow:
SMILES	Tcruzi prolif	GASC1 inh	C diff growth	Pf Dd2 inh
Cc1ccc(-c2ccc3c(c2)O[C@H](CN(C)C(=O)C2CCCCC2)[C@H](C)CN([C@H](C)CO)S3(=O)=O)cc1	121*	-2.5	.	-29
CCS(=O)(=O)N[C@H]1CC[C@H](CC(=O)NCc2ccc(F)cc2)O[C@H]1CO	-31	-0.4	.	14
COc1ccc(CN(C)C[C@@H]2OCCCC[C@H](C)Oc3ccc(NS(C)(=O)=O)cc3C(=O)N([C@H](C)CO)C[C@H]2C)cc1	33	1.5	1	-22
CC(C)NC(=O)Nc1cccc2c1O[C@@H](CN(C)Cc1ccc(C(=O)Nc3ccccc3N)cc1)[C@@H](C)CN([C@@H](C)CO)C2=O	.	0.7	-2	-20
CNC[C@H]1OCCCC[C@@H](C)Oc2ccc(NS(=O)(=O)c3ccc(Cl)cc3)cc2C(=O)N([C@H](C)CO)C[C@H]1C	26	-0.9	2	-34
C[C@@H]1CCCCO[C@H](CN(C)C(=O)Nc2ccc3c(c2)OCO3)[C@H](C)CN([C@@H](C)CO)C(=O)c2cc(NS(=O)(=O)c3ccc(F)cc3)ccc2O1	47	0.9	-5	-48
C[C@@H]1CN([C@H](C)CO)C(=O)Cc2cc(NC(=O)Nc3ccc4c(c3)OCO4)ccc2O[C@H]1CN(C)Cc1ccc(C(=O)Nc2ccccc2N)cc1	47	-0.1	1	5
COc1ccc(S(=O)(=O)Nc2ccc3c(c2)C(=O)N([C@@H](C)CO)C[C@H](C)[C@H](CN(C)C(=O)Nc2ccc(F)cc2)O3)cc1	24	-1.4	-2	7
Cc1noc(C)c1S(=O)(=O)N(C)C[C@H]1OCCCC[C@@H](C)Oc2ccc(NC(=O)Nc3ccc(F)cc3)cc2C(=O)N([C@@H](C)CO)C[C@H]1C	83	1.7	-2	-49
Cc1ccc(S(=O)(=O)Nc2ccc3c(c2)C(=O)N([C@@H](C)CO)C[C@H](C)[C@@H](CN(C)Cc2ccc(C(F)(F)F)cc2)O3)cc1	79	2.2	.	7
C[C@H]1CCCCO[C@H](CN(C)S(=O)(=O)c2ccccc2)[C@@H](C)CN([C@@H](C)CO)C(=O)c2cc(NC(=O)c3ccccc3)ccc2O1	-55	0.7	.	-70
COC(=O)C[C@H]1CC[C@@H]2[C@H](COc3ccc(NC(=O)NC(C)C)cc3C(=O)N2C)O1	15	1.3	-7	29
OC[C@H]1[C@H](c2ccc(C#CC3(O)CCCC3)cc2)[C@H]2CN(Cc3ccccc3F)CCCCN21	44	-2.0	6	-26
C[C@H](CO)N1C[C@H](C)[C@H](CN(C)C(=O)Nc2cccc(F)c2)Oc2ncc(C3=CCCC3)cc2C1=O	.	-1.6	2	14
CC(=O)N(C)C[C@H]1Oc2cc(C#C[C@H](C)O)ccc2S(=O)(=O)N([C@@H](C)CO)C[C@@H]1C	15	1.4	8	-28
CCC(=O)N(C)C[C@H]1Oc2cc(-c3ccc(F)cc3)ccc2S(=O)(=O)N([C@@H](C)CO)C[C@@H]1C	73	-0.7	1	-9
COCC#Cc1cnc2c(c1)C(=O)N([C@H](C)CO)C[C@@H](C)[C@@H](CN(C)C(C)=O)O2	-8	-0.8	-3	44
C[C@@H]1CN([C@@H](C)CO)C(=O)c2cc(NC(=O)Nc3ccc4c(c3)OCO4)ccc2O[C@@H]1CN(C)C	-30	0.1	1	18
CC(C)NC(=O)Nc1ccc2c(c1)C(=O)N([C@@H](C)CO)C[C@@H](C)[C@H](CN(C)C)OCCCC[C@H](C)O2	15	1.6	-1	37
O=C(C[C@H]1C[C@H]2c3cc(NC(=O)CC4CC4)ccc3O[C@H]2[C@@H](CO)O1)NCC(F)(F)F	25	0.8	3	28
COc1ccccc1C(=O)Nc1ccc2c(c1)C(=O)N(C)C[C@@H](OC)[C@H](C)CN[C@@H](C)CO2	-78	0.5	.	11
COCC(=O)N1CC(=O)N2[C@H](CO)[C@@H](c3ccc(C#Cc4cccnc4)cc3)[C@@H]2C1	.	-0.7	-2	26
C[C@H]1CN([C@@H](C)CO)C(=O)c2cccc(N(C)C)c2O[C@@H]1CN(C)C(=O)NC1CCCCC1	15	0.3	3	3
O=S(=O)(c1ccccc1F)N1CCCCN2[C@H](CO)[C@H](c3ccc(-c4ccncc4)cc3)[C@H]2C1	102*	-0.7	-6	-16
CNC(=O)C[C@@H]1CC[C@H]2[C@H](COc3ccc(NC(=O)c4cnccn4)cc3C(=O)N2C)O1	22	-0.8	-2	15

Another view of two compounds above.
Sequence of screens – Tcruzi prolif | GASC1 inh | C diff growth | Pf Dd2 inh
- CCCC#Cc1ccc2c(c1)O[C@@H](CN(C)C(=O)CC1CC1)[C@H](C)CN([C@@H](C)CO)S2(=O)=O
 : ? | -1.5 | -7 | -53
- CCNC(=O)C[C@@H]1CC[C@H]2[C@@H](COC[C@@H](O)CN2C(=O)C2CCOCC2)O1
 : -30 | 0.6 | -5&-8 | .

Arranged by number of heavy atoms (high to low): 4 of the compounds above
SMILES	Tcruzi prolif	GASC1 inh	C diff growth	Pf Dd2 inh
COc1ccc(S(=O)(=O)Nc2ccc3c(c2)C(=O)N([C@@H](C)CO)C[C@H](C)[C@H](CN(C)C(=O)Nc2ccc(F)cc2)O3)cc1	24	-1.4	-2	7
CNC[C@H]1OCCCC[C@@H](C)Oc2ccc(NS(=O)(=O)c3ccc(Cl)cc3)cc2C(=O)N([C@H](C)CO)C[C@H]1C	26	-0.9	2	-34
Cc1ccc(-c2ccc3c(c2)O[C@H](CN(C)C(=O)C2CCCCC2)[C@H](C)CN([C@H](C)CO)S3(=O)=O)cc1	121*	-2.5	.	-29
CCC(=O)N(C)C[C@H]1Oc2cc(-c3ccc(F)cc3)ccc2S(=O)(=O)N([C@@H](C)CO)C[C@@H]1C	73	-0.7	1	-9

(further entries)
SMILES	Tcruzi prolif	GASC1 inh	C diff growth	Pf Dd2 inh
C[C@@H]1CCCCO[C@@H](CN(C)Cc2ccc(C(F)(F)F)cc2)[C@H](C)CN([C@H](C)CO)C(=O)c2cc(NC(=O)Nc3cccc4ccccc34)ccc2O1	?	-1.8	6	-4
C[C@H]1CN([C@@H](C)CO)C(=O)c2cc(-c3ccncc3)cnc2O[C@H]1CN(C)C(=O)Cc1cccnc1	21	-0.1	5	27
C[C@H]1CN([C@@H](C)CO)C(=O)c2cc(Br)cnc2O[C@@H]1CN(C)C(=O)c1ccccc1F	10	-2.9	3	13
CN(C)CC(=O)Nc1ccc2c(c1)[C@H]1C[C@H](CC(=O)N3CCOCC3)O[C@@H](CO)[C@H]1O2	0	2.5	2	19
CC(=O)N1[C@H](C(=O)NCc2ccc(F)cc2)[C@@H](CO)[C@@H]2Cn3c(cccc3=O)[C@@H]21	-5	-0.6	8	6
CN1C(=O)c2cc(NC(=O)c3ccc(F)cc3)ccc2OC[C@H]2O[C@H](CC(=O)NCC3CC3)CC[C@H]21	26	-1.4	-1	-1
C[C@H]1CN([C@@H](C)CO)C(=O)c2cc(C3=CCCCC3)cnc2O[C@H]1CN(C)Cc1ccncc1	29	1.5	0	.
C[C@H]1CCCCO[C@@H](CN(C)S(=O)(=O)c2cccs2)[C@@H](C)CN([C@@H](C)CO)C(=O)c2cc(NS(=O)(=O)c3ccc(F)cc3)ccc2O1	94	1.5	-11	.
CO[C@@H]1CN(C)C(=O)c2ccc(NC(=O)Nc3ccccc3)cc2OC[C@@H](C)N(C(C)=O)C[C@H]1C	.	0.5	1	-14
CN1c2ccc(C3=CCCCC3)cc2[C@@H]2[C@@H](CCN2C(=O)C2CCCC2)[C@H]1CO	7	4.9	-16	-33
Cc1ccc(S(=O)(=O)Nc2ccc3c(c2)C(=O)N([C@H](C)CO)C[C@@H](C)[C@@H](CN(C)C(=O)C2CCCCC2)OCCCC[C@H](C)O3)cc1	44	-0.3	-8	-69
N#C[C@@H]1[C@@H](c2ccc(C#Cc3cccc(F)c3)cc2)[C@@H](CO)N1C(=O)C1CCC1	101*	-1.4	4	-10
CCC(=O)N1C[C@@H](C)[C@H](OC)CN(C)C(=O)c2cc(NC(=O)C3CCOCC3)ccc2OC[C@@H]1C	.	0.9	.	21
CN1c2ccc(-c3ccccc3F)cc2[C@@H]2[C@@H](CCN2C(=O)Nc2cc(F)ccc2F)[C@@H]1CO	38	-2.9	12	-1
CC(C)NC(=O)N1CCCCN2[C@H](CO)[C@H](c3ccc(C#Cc4ccccc4)cc3)[C@H]2C1	107*	-0.8	-5	-10
O=C(C[C@H]1CC[C@H]2[C@@H](COC[C@H](O)CN2Cc2ccccc2)O1)N1CCOCC1	7	0.7	7&1	7
Fc1ccc(F)c(CN2[C@@H]3CNC[C@H]2C3c2ccc(-c3ccncc3)cc2)c1 (stereo partly specified)	.	1.4&-1.4	2&6	23&-39
CCC(=O)N1CCCCN2[C@H](C1)[C@@H](c1ccc(-c3cccnc3)cc1)[C@@H]2CO	-26	0.4	-8	-25

Compounds as they come; overall some 7% were active at least once.
